From PubChem
Chronic BCR inh = inhibitors of chronic active B-cell receptor signaling; ABC-DLBCL IkBa-CBG/CBR reporter, luminescence ratio, 4 h; Potency, µM (highest dose often 46.1 µM), for inactives: at the top dose ratio change, negative = lower green/red ratio, most hits filed as inhibitors; 340,000 compounds, 0.05% hits; AID 493014; active = well fitted inhibition curve with a large enough effect in the signal ratio, with a control signal flat, not every such curve was filed as active; inconclusive = small, poorly fitted or top-dose-only effect, or effect the other way, or a change in a side signal; the % refers to the signal ratio;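 also: potency is read from the fitted curve at half-maximal effect; plate controls were basal doxycycline-induced cells for no effect and cells given 10 µM MG132 for full effect; MG132 reads +100%, hits lower the ratio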
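Cell line TMD8 (human ABC DLBCL), stably expressing tet-inducible CBG68-IkBa fusion and CBR; IMDM/0.5% FBS; cpd up to 46 uM; dox induction, 4 h, 37C/5% CO2; dual luminescence; green/red ratio; MG132 control.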
Integrin act MD = activators of alpha7 integrin expression for muscular dystrophy; alpha7betagal myoblasts, beta-gal FDG fluorescence, 48 h; Potency, µM (top dose mostly 38.3 µM), without a hit: at the highest dose activation, hits mostly activators; 350,000 compounds, 0.064% hits; AID 624291;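 also: potency is read from the fitted curve at half-maximal effect; 100% = response of the positive control SU9516; nearly all actives have a fitted effect of over 60% in size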
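alpha7betagal+/- myoblasts (passage 13, 250/well) treated 48 h at 37C with compounds at 1:260 dilution of DMSO stock. Lysed, then beta-galactosidase activity read as FDG fluorescence (ex 480/em 540) after 30 min, with pre-read for autofluorescence.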
PTAP TSG101 blk = blocks PTAP/TSG101 interaction to inhibit HIV-1 budding. AID 493005. Potency, µM (titrated, usually from 115 µM), inactives show at the highest dose activity change, negative = inhibition, actives largely listed as inhibitors. Q99816. 340,000 tested, under 10 active. Fluorescence polarization, FITC-PTAP peptide / Tsg101 binding; active = well fitted inhibition curve with a large enough effect in the main read-out, with a control signal flat, not every such curve was filed as active; inconclusive = small, poorly fitted or top-dose-only effect, or effect the other way, or a change in a side signal; inactive = no such curve, though single readings can be large or run the other way; also: potency is read from the fitted curve at half-maximal effect; % of control where 0% means no effect
Target sequence (Q99816 whole entry, looked up): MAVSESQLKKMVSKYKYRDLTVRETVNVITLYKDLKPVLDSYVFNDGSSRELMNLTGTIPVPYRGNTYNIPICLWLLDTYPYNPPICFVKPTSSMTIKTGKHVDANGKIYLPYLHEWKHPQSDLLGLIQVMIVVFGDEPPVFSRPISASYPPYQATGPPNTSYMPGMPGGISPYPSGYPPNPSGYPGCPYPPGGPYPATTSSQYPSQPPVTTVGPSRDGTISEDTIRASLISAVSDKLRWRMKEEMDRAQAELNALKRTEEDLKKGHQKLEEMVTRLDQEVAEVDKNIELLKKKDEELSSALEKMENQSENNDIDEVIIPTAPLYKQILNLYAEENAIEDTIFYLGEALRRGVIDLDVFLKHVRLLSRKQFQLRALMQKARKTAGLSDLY
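Fluorescence polarization binding of Tsg101 binding domain (10 uM final) to FITC-labeled PTAP peptide (50 nM final) in HEPES pH 7.5 buffer with NaCl, Tween 20, EDTA, TCEP. Compounds added before peptide; binding 20 min at RT.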
Giardia killer = kills Giardia lamblia; Giardia lamblia trophozoite viability; AID 540267; 340,000 compounds, 0.15% hits; activity change, % at 7.66 µM, hits read low; in the data active = activity change below about -80%; inconclusive = between about -30% and that limit;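 also: parasites exposed to compound for two days anaerobically before the ATP read; % is scaled to controls: 0 for no effect and ±100 for the full control effect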
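Luminescent ATP signal served as the viability read-out, measured 15-30 min after adding ATP detection reagent to trophozoites that had been incubated with compounds for 48 hrs at 37 deg C anaerobically at 100 cells/well.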
FBPA coupling cs = counter-screen for Giardia aldolase inhibitors: coupling enzyme system; coupling enzyme system counterscreen, AmpLite Red fluorescence; activity change, negative = inhibition, % at 58.2 µM, hits read low; 290,000 compounds, 0.67% hits; AID 2472; in the data active = activity change below about -30%; also: % is scaled to controls: 0 for no effect and ±100 for the full control effect
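Compounds tested against the coupling enzymes alone at 57.5 uM final; readout was AmpLite Red fluorescence (525/598 nm) after 20 min at RT.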
ASM inhibitor = inhibitors of human secretory acid sphingomyelinase; P17405; placental ASM, HMU-PC fluorogenic substrate, 60 min; Potency, µM (highest dose often 57.5 µM), for inactives: at the highest dose activity change, negative = inhibition, actives largely listed as inhibitors; 340,000 compounds, 0.006% hits; AID 504937; also: potency is read from the fitted curve at half-maximal effect
Target sequence (P17405 47-631 limits assumed): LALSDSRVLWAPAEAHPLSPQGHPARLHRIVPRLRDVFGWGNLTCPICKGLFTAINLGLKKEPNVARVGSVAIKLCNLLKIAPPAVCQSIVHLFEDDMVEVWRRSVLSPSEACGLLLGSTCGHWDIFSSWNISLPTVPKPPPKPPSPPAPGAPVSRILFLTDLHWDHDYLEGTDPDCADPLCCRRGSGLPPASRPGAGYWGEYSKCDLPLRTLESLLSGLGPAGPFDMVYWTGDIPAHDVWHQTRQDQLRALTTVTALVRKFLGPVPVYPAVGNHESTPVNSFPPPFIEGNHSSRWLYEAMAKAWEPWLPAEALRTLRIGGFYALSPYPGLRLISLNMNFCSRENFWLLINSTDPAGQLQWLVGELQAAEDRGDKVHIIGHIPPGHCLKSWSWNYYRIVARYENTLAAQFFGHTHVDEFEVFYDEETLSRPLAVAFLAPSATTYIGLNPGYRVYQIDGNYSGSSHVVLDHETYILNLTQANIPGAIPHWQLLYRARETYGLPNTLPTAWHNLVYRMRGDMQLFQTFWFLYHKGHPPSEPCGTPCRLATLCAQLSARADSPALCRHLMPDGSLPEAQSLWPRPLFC
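qHTS format. ASM enzyme prepared from human placenta hydrolyses the fluorogenic substrate HMU-PC0 (9 uM final) over 60 min at 37 °C after a 10 min compound preincubation.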
GALK inh = galactokinase (human) inhibition. AID 1868. Potency, µM (top dose mostly 57.5 µM), for inactives: at the highest dose activity change, negative = inhibition, most hits filed as inhibitors. Purified GALK, Kinase-Glo residual ATP luminescence. P51570. 270,000 compounds, 0.007% hits; also: potency is read from the fitted curve at half-maximal effect; % is scaled to controls: 0 for no effect and ±100 for the full control effect
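GALK at 5 nM final was combined with compound, 35 uM ATP and 100 uM galactose in HEPES pH8.0 with MgCl2 and DTT. The reaction ran one hour at room temperature before luminescent ATP detection.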
Tb PFK inh = inhibitors of T. brucei phosphofructokinase; Potency, µM (top dose mostly 57.5 µM), without a hit: at the highest dose activity, negative = inhibition, actives largely listed as inhibitors; T. brucei PFK, ADP-Glo luminescence; 330,000 compounds, 0.17% hits;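 also: potency is read from the fitted curve at half-maximal effect; 0% = uninhibited 1x PFK enzyme wells and -100% = no-enzyme wells; nearly all actives have a fitted effect of over 60% in size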
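Compounds were pin-transferred as a titration series up to 57 uM into substrate buffer (0.5 mM F6P, 0.1 mM ATP, pH 8.0), then 1.25 nM PFK was added and reactions ran 45 min before ADP-Glo detection.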
Menin MLL FP TR = displaces Texas Red mutant MLL peptide from human menin; 270,000 compounds, 0.23% hits; AID 1768; O00255; Menin + Texas Red MLL mutant peptide, fluorescence polarization; Potency, µM (highest dose often 61.6 µM), for the others: top-dose FP activity change, negative = inhibition, most hits filed as inhibitors; active = well fitted inhibition curve with a large enough effect in the polarisation, with a control signal flat, not every such curve was filed as active; inconclusive = small, poorly fitted or top-dose-only effect, or effect the other way, or a change in a side signal; inactive = no such curve, though single readings can be large or run the other way; the % refers to the polarisation; also: potency is read from the fitted curve at half-maximal effect; % of control where 0% means no effect; many of its hits are not listed in these tables
PKM2 activator = PKM2 (human) enzyme activation; P14618; purified PKM2, Kinase-Glo ATP luminescence, activation; response scale: 0% is enzyme alone, no compound; Potency, µM (series often up to 57.5 µM), without a hit: at the highest dose activation, actives largely listed as activators; 260,000 compounds, 0.34% hits; AID 1631; also: potency is read from the fitted curve at half-maximal effect; % is scaled to controls: 0 for no effect and ±100 for the full control effect; nearly all actives have a fitted effect of over 55% in size
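Purified hPK-M2 (>95% pure) converted ADP (0.1 mM final) to ATP with 0.5 mM PEP in 50 mM imidazole pH7.2, KCl, MgCl2, Tween 20, BSA; 1 h at room temperature. ATP detected by Kinase-Glo luminescence.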
B2AR arrestin = recruits beta-arrestin to the human beta2-adrenergic receptor; P07550; beta-arrestin recruitment to beta2AR, cell-based reporter; Potency, µM (highest dose often 46.1 µM), for inactives: at the highest dose activation, hits mostly activators; 330,000 compounds, 0.02% hits;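 also: potency is read from the fitted curve at half-maximal effect; 0% = DMSO controls and full agonism = EC100 isoproterenol or metaproterenol; nearly all actives have a fitted effect of over 65% in size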
* marks the source's active call; other numbers are inactive results; ? = inconclusive; . = no result given; & = joins results of further samples; [ ] = remark or other dose. Unless noted, calls follow the shape of the dose curve; as a rule, active = well fitted curve in the direction sought with a large enough effect; inconclusive = small, poorly fitted or top-dose-only effect, or another doubt; inactive = no such curve, though single readings can be large; an effect the other way counts as inactive or inconclusive.

| Compound | FBPA coupling cs | Giardia killer | Tb PFK inh | GALK inh | ASM inhibitor | Chronic BCR inh | Integrin act MD | Menin MLL FP TR | PKM2 activator | PTAP TSG101 blk | B2AR arrestin |
| --- | --- | --- | --- | --- | --- | --- | --- | --- | --- | --- | --- |
| O=C(CCS(=O)(=O)c1cccc2nonc12)N1CC(=O)N(CCc2ccccc2)C(=O)C1 | 3 | -5 | 3% | 1% | -1% | 5% | -25% | 17% | 2% | -6% | -0.1% |
| CCCC(=O)Nc1ccc(NC(=O)c2cc3ccccc3o2)c(OC)c1 | 3 | -8 | -2% | -7% | 6% | ? | 5% | -5% | 2% | -8% | 0.2% |
| CN(Cc1ccccc1)C(=O)c1ccc(NC(=O)C2=CSCCO2)cc1 | . | 23 | 1% | 0% | 3% | ? | -4% | . | . | -9% | -0.8% |
| O=C(O)CCCSCC(=O)Nc1ccccc1 | 3 | 14 | 1% | -2% | 1% | -2% | 18% | . | 1% | 0% | -0.5% |
| CSc1nc2ccc(NC(=O)c3ccco3)cc2s1 | -3 | -12 | 0% | 1% | -1% | 0% | -7% | 0% | 1% | -7% | 0.2% |
| Cc1ccc(C(=O)c2cn[nH]c2-c2ccccc2O)cc1 | -3 | -15 | 0% | 0% | 2% | -9% | 0% | 0% | -1% | -11% | 0.4% |
| O=C(NCCCn1ccnc1)C(=O)NCC1OCCN1S(=O)(=O)c1ccccc1 (stereo not drawn) | 5 | -4 | -4% | 7% | 4% | 6% | -26% | -10% | 12% | 1% | 0.0% |
| Cc1ccc(OCC(=O)OCC(=O)c2c(N)n(C)c(=O)n(C)c2=O)cc1C | 6 | -9 | 4% | -2% | -5% | ? | -8% | 3% | 3% | -6% | -0.4% |
| Cc1c(NC(=O)C(C)OC(=O)CCc2c[nH]c3ccccc23)c(=O)n(-c2ccccc2)n1C (stereo not drawn) | . | 0 | -10% | . | 2% | 1% | -15% | . | . | -7% | 0.4% |
| CCOc1ccc(-c2c(C#N)c(N)nc3c2c(=O)n(C)c(=O)n3C)cc1OC | 3 | -8 | -2% | 3% | 11% | 0% | 6% | -10% | -3% | 1% | 0.2% |
| CC1=C(C(=O)Nc2ccccc2F)C(c2cccs2)C2=C(CCCC2=O)N1 (stereo not drawn) | 1 | -6 | -2% | -3% | 222%[activator] | 5% | 8% | 15% | 4% | 1% | 0.1% |
| Cc1cc2cc(C=O)c(Cl)nc2cc1C | 3 | -20 | 0% | -1% | 1% | -3% | -12% | 11% | 7% | -2% | -0.2% |
| Cc1ccc(O)c(NC(=O)CSc2ccc(Cl)cc2)c1 | 3 | -5 | -3% | 3% | -3% | 0% | -18% | 16% | 1% | -6% | 0.4% |
| CCOC(=O)N1CCC(Nc2c(NCCN3CCN(c4ccccc4F)CC3)c(=O)c2=O)CC1 | 2 | -16&-22 | 3% | 2% | 2%&1% | 13% | -5%&0% | 8% | 7% | 0%&0% | 0.1% |
| CN(C(=O)CSc1nnnn1-c1ccc(O)cc1)C1CCS(=O)(=O)C1 (stereo not drawn) | -1 | 3 | 1% | 7% | 6% | 1% | 6% | 8% | -1% | -5% | 0.1% |
| Nc1ncccc1OCc1ccc(Cl)c(Cl)c1 | -3 | -18 | 13µM* | 6% | 1% | ? | ? | . | -4% | -3% | -0.5% |
| O=C(COc1ccc(Br)cc1)N/N=C1/SCC(=O)N1Cc1ccccc1 | 1 | -15 | -7% | . | -7% | 0% | 24% | -8% | -2% | 4% | -0.8% |
| O=C(CN1C(=O)c2ccccc2S1(=O)=O)c1ccc(F)cc1 | 1 | 1 | 1% | 5% | 3% | -3% | 8% | . | -4% | 0% | -0.4% |
| COCCCNC(=O)c1ccc2c(c1)ncn2-c1ccc(C)cc1C | 1 | 1 | 0% | -1% | -1% | -3% | ? | -16% | . | -9% | 0.3% |
| NC(=S)NNC(=O)c1cc(C(F)(F)F)cc(C(F)(F)F)c1 | 0 | -2 | 1% | -1% | -4% | 0% | -7% | . | -2% | -1% | -0.4% |
| CC(=O)CCc1c[nH]c2c(C(=O)O)cccc12 | 0 | -12 | 0% | 0% | 3% | ? | 7% | 2% | -1% | -2% | -0.1% |
| COc1cc(=O)[nH]c(SC(C)C(=O)Nc2nc3c(s2)CCCC3)n1 (stereo not drawn) | 5 | -13 | -2% | 8% | 1% | -3% | -13% | 14% | 8% | -1% | -1.8% |
| Nc1ccccc1NC1CCCCC1 | -4 | 9 | 1% | 6% | -1% | ? | -36% | -15% | -1% | 4% | 0.0% |
| CS(=O)(=O)c1ccc(Cl)c(C(=O)Nc2ccc3nc(N4CCOCC4)sc3c2)c1 | . | 2 | 0% | . | 2% | 1% | -12% | . | . | -1% | 0.3% |
| CCN(CC)C(=O)C1CCCN(Cc2sccc2C)C1 (stereo not drawn) | 0 | -5 | -4% | 0% | 3% | -21% | -2% | 1% | -2% | -2% | 0.1% |
| CC(=O)Nc1ccc(NC(=O)C(C)OC(=O)C2CCN(S(=O)(=O)c3cccs3)CC2)cc1 (stereo not drawn) | 3 | 18 | 0% | 11% | 1% | -2% | 3% | . | 0% | -9% | -0.4% |
| O=C1CCc2cc(S(=O)(=O)N3CCC(C(=O)NC4CCCCCCC4)CC3)ccc2N1 | 2 | -9 | -4% | 2% | 0% | 10% | -4% | 4% | 3% | 1% | -0.3% |
| CC(=O)c1ccc(C(=O)N2CCCC(N3CCN(c4ccc(F)cc4)CC3)C2)s1 (stereo not drawn) | . | 1 | 2% | 9% | 0% | -3% | 27% | . | 12% | 0% | 0.2% |
| CCOc1ccccc1-c1nc(CN2CCC(C(=O)N3CCOCC3)CC2)c(C)o1 | . | 11 | -1% | 8% | 2% | 4% | -37% | . | 7% | . | -1.1% |
| Cc1ccc(C)n1-c1cccc(N)c1 | -9 | . | -3% | -1% | . | 0% | . | ? | 1% | . | -0.2% |
| CCc1cccc(C)c1NC(=O)COn1nnc2ccc(C(F)(F)F)cc21 | 0 | 5 | ? | 0% | -1% | 9% | 15% | -12% | 9% | -1% | -0.1% |
| CCc1ccc(NC(=O)CCc2c(C)nn(-c3ccc(N4CCCCC4)nn3)c2C)cc1 | 5 | -2 | -2% | 11% | -2% | -10% | -23% | 5% | -1% | -4% | -0.8% |
| COc1cc(/C=C2\C(=O)N(c3ccc(NC(C)=O)cc3)N=C2c2ccccc2)ccc1O | 0 | -4 | 1% | 0% | ? | -2% | 18% | ? | -31% | -9% | -0.4% |
| CCOC(=O)CCC(=O)Nc1ccc(S(=O)(=O)N2CCCC2)cc1 | -1 | -1 | 0% | 1% | 2% | -1% | 7% | 5% | 0% | -4% | 0.0% |
| COc1ccccc1NC(=O)NCCCN1CCN(c2cccc(Cl)c2)CC1 | -4 | -8 | -7% | 1% | 1% | 0% | -30% | 0% | -3% | -5% | 0.0% |
| COc1ccc(CN(C)C(=O)C(Cc2ccccc2)NC(=O)c2ccccc2)cc1F (stereo not drawn) | . | -23 | 0% | . | -1% | ? | 18% | . | . | 0% | 0.0% |
| CCOc1ccc(N(CC(=O)N2CCOCC2)S(=O)(=O)c2ccc(SC)cc2)cc1 | 2 | -15 | -1% | 4% | -4% | -3% | -11% | -12% | 0% | 1% | -0.1% |
| CCOCCc1nnc(NC(=O)C2CC(=O)N(c3ccc(OCC)cc3)C2)s1 (stereo not drawn) | 4 | 8 | 1% | 5% | -4% | 1% | -33% | -18% | . | -1% | 0.0% |

An excerpt from above in order of the Menin MLL FP TR value, smallest number first.
| Structure | Menin MLL FP TR |
| --- | --- |
| CCOc1ccc(N(CC(=O)N2CCOCC2)S(=O)(=O)c2ccc(SC)cc2)cc1 | -12% |
| COc1ccccc1NC(=O)NCCCN1CCN(c2cccc(Cl)c2)CC1 | 0% |
| CCOC(=O)CCC(=O)Nc1ccc(S(=O)(=O)N2CCCC2)cc1 | 5% |

These rows are one share of the data; the hit share may differ from the screen's.
